CHRM5 PAM – potentiates acetylcholine response at human M5 receptor | P08912 | CHO-K1 hM5, Fluo-8 calcium, ACh EC20 PAM; 0% = ACh EC20, 100% = ACh EC100 | activation, % at 3 µM | hit rate 0.3% among 360,000;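 active = activation above the run cutoff, the mean activation of all test compounds plus 3 SD, cut at about 18% in these data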
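Assay system – human M5 receptor in CHO-K1 cells · Read-out – % activation, ACh-normalized · Technique – Fluo-8 calcium fluorescence · Dosing – single-point, 3 µM nominal · Incubation – Fluo-8 loading 80 min at 37 °C plus 30 min room temperature · Repeats – singlicate, one well per test compound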
M5 ag – agonists of human muscarinic M5 receptor (CHRM5); P08912; CHO-K1 hM5 cells, Fluo-8 calcium fluorescence; 0% DMSO wells, 100% maximal acetylcholine response; activation, % at 3 µM; hit rate 0.19% among 360,000; AID 624037;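 active = activation above the run's mean over test compounds plus 3 SD, cut at about 23% in these data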;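 also: signal is peak over basal fluorescence ratio across the kinetic read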
TAAR1 ag – agonists of human TAAR1. Q96RJ0. CHO RD-HGA16 TAAR1, Fluo-8 calcium fluorescence; vehicle wells 0%, saturating PEA agonist 100%. activation, % at 3 µM. hit rate 0.99% among 360,000. AID 624467;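 active = activation above the mean activation of all test compounds in the run plus 3 SD, cut at about 38% in these data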
Target sequence (Q96RJ0 whole entry, looked up): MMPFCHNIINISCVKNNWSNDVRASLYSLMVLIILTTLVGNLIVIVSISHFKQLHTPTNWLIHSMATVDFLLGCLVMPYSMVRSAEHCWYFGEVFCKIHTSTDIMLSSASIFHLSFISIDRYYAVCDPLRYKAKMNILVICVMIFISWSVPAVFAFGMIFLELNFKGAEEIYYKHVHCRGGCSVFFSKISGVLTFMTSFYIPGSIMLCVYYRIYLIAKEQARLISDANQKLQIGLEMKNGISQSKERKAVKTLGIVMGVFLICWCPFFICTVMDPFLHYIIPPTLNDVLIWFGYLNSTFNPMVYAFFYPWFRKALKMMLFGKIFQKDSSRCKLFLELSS
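System: CHO-derived RD-HGA16 cells with stable Gα16 and human TAAR1 / Times: 17-24 h plating, Fluo-8 75 min 37 °C, 30 min RT / Technique: calcium-sensitive Fluo-8 signal, excitation 470-495, emission 515-575 nm / Measure: % activation relative to PEA EC100 response / Benchmarks: DMSO and PEA EC100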
M1 PAM – potentiates human M1 receptor response to acetylcholine; activation, % at 3 µM; hit rate 0.088% among 360,000; AID 588819; CHO-K1 hM1, Fluo-8 calcium fluorescence, ACh EC20; 0% = ACh EC20, 100% = maximal ACh; in the data active = activation above about 19%, passing the limit was not always enough
Target sequence (P11229 whole entry, looked up): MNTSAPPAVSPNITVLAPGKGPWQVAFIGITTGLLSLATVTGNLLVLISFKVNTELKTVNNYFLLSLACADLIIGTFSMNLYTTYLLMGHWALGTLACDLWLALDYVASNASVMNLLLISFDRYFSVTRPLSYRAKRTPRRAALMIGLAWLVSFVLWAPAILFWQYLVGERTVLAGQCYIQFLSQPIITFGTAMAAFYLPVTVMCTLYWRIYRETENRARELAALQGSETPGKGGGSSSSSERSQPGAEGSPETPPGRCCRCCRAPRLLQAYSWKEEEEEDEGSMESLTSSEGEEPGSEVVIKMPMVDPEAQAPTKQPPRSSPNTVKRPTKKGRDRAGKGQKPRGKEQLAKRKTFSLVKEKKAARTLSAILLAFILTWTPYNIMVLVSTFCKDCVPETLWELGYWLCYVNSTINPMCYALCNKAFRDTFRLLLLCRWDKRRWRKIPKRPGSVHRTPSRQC
M4 antag – blocks acetylcholine activation of human M4 receptor. P08173. CHO-hM4 cells, ACh EC80, Fluo-8 calcium fluorescence. inhibition, % at 3 µM. hit rate 0.73% among 360,000. AID 624125;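 active = inhibition above its plate's cutoff, the mean inhibition of sample wells plus 3 SD, cut at about 27% in these data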;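 also: 0% = acetylcholine EC80 with DMSO and 100% = DMSO without agonist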
CHRM1 antagonist – blocks human M1 muscarinic receptor | P11229 | CHO-K1 hM1, Fluo-8 calcium fluorescence, ACh EC80 antagonist | inhibition, % at 3 µM | hit rate 1.3% among 360,000 | AID 588852;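 active = percent inhibition above its own plate's cutoff, namely the mean of that plate's compound wells plus 3 SD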;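 also: peak over basal fluorescence ratio during 140 s after agonist addition; 0% = ACh EC80 plus DMSO and 100% = DMSO alone without agonist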
CHRM4 agonist – agonists of human muscarinic M4 receptor (CHRM4). P08173. CHO-K1 hM4/Gqi5, Fluo-8 calcium fluorescence; vehicle 0%, full acetylcholine response 100%. activation, % at 3 µM. hit rate 0.14% among 360,000. AID 624127;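 active = activation above the run mean over all test wells plus 3 SD, cut at about 32% in these data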;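 also: peak over basal fluorescence ratio per well then scaled between controls; 0% = DMSO wells and 100% = acetylcholine at EC100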
M5 antag – antagonists of human muscarinic M5 receptor (CHRM5) | P08912 | CHO-hM5 cells, Fluo-8 calcium fluorescence, ACh EC80 | inhibition, % at 3 µM | hit rate 0.59% among 360,000;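 active = inhibition above a per-plate cutoff, the mean of that plate's test compounds plus 3 SD, cut at about 27% in these data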;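 also: 0% = acetylcholine EC80 with DMSO and 100% = DMSO without agonist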
M1 ag – activates human CHRM1 receptor; P11229; CHO-K1 hM1, Fluo-8 calcium fluorescence, agonist mode; 0% DMSO, 100% acetylcholine EC100; activation, % at 3 µM; hit rate 0.33% among 360,000; AID 588814;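 active = activation above the run's mean compound activation plus 3 SD, cut at about 16% in these data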;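 also: peak over basal fluorescence ratio within a 140 s kinetic read after compound addition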
Active calls of the source: *; . = no result given. These rows are one share of the data; rates above refer to the full screens.

Below each compound: M1 ag | CHRM5 PAM | M5 ag | M4 antag | CHRM1 antagonist | TAAR1 ag | M5 antag | M1 PAM | CHRM4 agonist
> CC[n+]1ccc(C(=O)NCc2ccccc2)cc1
    -5 | 8 | 0 | -2 | 1 | 0 | 10 | 3 | 2
> COc1ccc(C2=Nn3c(nnc3-c3cccnc3)SC2)cc1OC
    -6 | -4 | 0 | -1 | -11 | 1 | 2 | 5 | 1
> COc1ccc(C)cc1NC(=O)C1CCCN(S(=O)(=O)c2cccc3cccnc23)C1 (stereo not drawn)
    9 | -8 | 3 | -2 | -6 | . | -1 | -4 | 11
> CC(C)CC1Nc2ncnc(N3CCN(c4ccccc4)CC3)c2N(Cc2ccc(Cl)cc2)C1=O (stereo not drawn)
    -7 | -6 | -1 | 2 | -2 | 7 | 4 | 0 | -1
> COC(=O)c1ccc(COc2ncnc3sccc23)cc1
    -4 | 0 | -2 | -10 | -10 | 4 | 3 | 11 | 2
> COCCOC(=O)c1cc(C(=O)c2cc(Cl)ccc2O)coc1=N
    -3 | 11 | 3 | 1 | -4 | 5 | -21 | 9 | 2
> Cc1oc(C(C)(C)C)c(CN2CCCC2)c1C(=O)O
    -3 | 2 | -3 | 4 | -8 | 0 | -19 | 3 | 0
> COc1cccc(-c2nc(CCl)cs2)c1
    -6 | 6 | 4 | -11 | -7 | 6 | 1 | 6 | 2
> CCN(C(=O)C=Cc1ccco1)c1ccccc1
    -7 | 0 | -3 | -6 | -20 | -1 | 4 | 10 | 0
> COc1ccc(-c2nnc(CSc3ncnc4sc5c(c34)CCC5)o2)cc1OC
    -4 | -6 | 3 | 2 | -6 | 0 | 5 | -4 | 1
> COc1ccc2c(c1)CC(N1CCN(C)CC1)c1cc(OC)ccc1S2 (stereo not drawn)
    7 | -10 | -18 | 5 | 17 | 17 | 7 | -2 | 12
> O=C(CNC(=O)c1ccc(Br)o1)NNC(=O)c1ccc(Cl)cc1
    -2 | 12 | -5 | -10 | -9 | 11 | 0 | 10 | 2
> Cc1occc1-c1nnc(SCc2nc3ccccc3c(=O)n2CC#N)n1C
    -7 | 0 | -1 | -2 | -3 | 7 | -5 | 5 | 0
> CC1=Nc2ccccc2N=C(NC(=O)c2ccccc2)C1c1ccc(Cl)cc1 (stereo not drawn)
    -7 | 3 | 4 | -6 | -1 | 2 | -7 | -10 | 3
> Cc1nc(N)nc2c1CCCC2
    -5 | -3 | -6 | -5 | 6 | 8 | 1 | -3 | 0
> CCOc1ccccc1N(CC(=O)NCC1CCCO1)C(=O)CCC(=O)Nc1nccs1 (stereo not drawn)
    -3 | 3 | -2 | -22 | -17 | 1 | -2 | 13 | 1
> CCCCN(CC)C(=O)CSc1nc2c(sc(=S)n2-c2ccc(OCC)cc2)c(=O)[nH]1
    0 | 12 | -1 | 2 | 5 | 14 | 2 | 0 | 1
> Cc1ccc(NC(=O)C2CC(=O)N(c3ccc4c(c3)OCCO4)C2)cc1S(=O)(=O)N(C)C (stereo not drawn)
    -8 | 3 | 1 | -6 | -5 | 5 | -2 | 1 | 0
> COc1ccc(OC)c(CCNC(=O)CSc2ccsc2[N+](=O)[O-])c1
    -8 | 4 | -5 | 6 | -4 | 9 | -3 | 6 | 1
> CC1=C(C(=O)OCC2CCCCC2)C(c2ccc(F)cc2)NC(=O)N1 (stereo not drawn)
    -4 | 1 | -4 | 8 | 4 | 3 | 9 | -1 | -1
> CCOc1ccc2nc(SCC(=O)NCc3ccc(OC)c(OC)c3)[nH]c2c1
    -9 | -3 | -2 | -3 | -6 | 3 | -4 | 8 | 1
> CCOCCCN(C(=O)c1snc(C(N)=O)c1N)C(C(=O)NC1CCCC1)c1ccc(F)cc1 (stereo not drawn)
    -6 | -1 | -4 | -9 | -8 | 0 | 1 | 2 | 2
> CN1CCN([C@@H]2CS(=O)(=O)N[C@H]2COCc2ccccc2)CC1
    -7 | 3 | 2 | 2 | 7 | 0 | -1 | 4 | 0
> CN(Cc1ccc(Cl)c(Cl)c1)C(=O)C1CC(=O)N(c2ccc3c(c2)OCCO3)C1 (stereo not drawn)
    -7 | 1 | -1 | -3 | -2 | -1 | -2 | 1 | 0
> c1ccc(C[C@H]2CNCCN2CCCCC2CCCCC2)cc1
    -4 | 12 | 2 | 12 | 4 | 53* | 3 | 5 | 1
> COC(=O)c1ccc(Cn2nc(-c3cc(C)ccc3C)ccc2=O)cc1
    0 | 1 | -4 | -9 | 17 | 6 | 1 | -8 | 0
> O=C(Nc1cccc(C(F)(F)F)c1)N1CCC(c2nc(-c3ccc(F)cc3)no2)CC1
    -9 | -23 | -2 | 51* | 65* | 11 | 39* | -34 | 16
> COc1ccc(N2C(=O)c3ccccc3NC(=O)C2C(=O)NCC(C)C)cc1 (stereo not drawn)
    . | 1 | 0 | -9 | . | 4 | 5 | . | 1
> O=C(OCC(=O)N1CCCCCC1)c1ccccc1Br
    -5 | 0 | 0 | -3 | -1 | 0 | 12 | 4 | 2
> CC(/C=C/c1ccccc1)=N\Nc1ccccc1[N+](=O)[O-]
    -7 | 0 | 0 | 5 | -3 | 16 | -11 | 10 | 1

Overlap with the part before: four entries; new compounds follow.
Below each compound: M1 ag | CHRM5 PAM | M5 ag | M4 antag | CHRM1 antagonist | TAAR1 ag | M5 antag | M1 PAM | CHRM4 agonist
> O=C(Nc1cccc(C(F)(F)F)c1)N1CCC(c2nc(-c3ccc(F)cc3)no2)CC1
    -9 | -23 | -2 | 51* | 65* | 11 | 39* | -34 | 16
> COc1ccc(N2C(=O)c3ccccc3NC(=O)C2C(=O)NCC(C)C)cc1 (stereo not drawn)
    . | 1 | 0 | -9 | . | 4 | 5 | . | 1
> O=C(OCC(=O)N1CCCCCC1)c1ccccc1Br
    -5 | 0 | 0 | -3 | -1 | 0 | 12 | 4 | 2
> CC(/C=C/c1ccccc1)=N\Nc1ccccc1[N+](=O)[O-]
    -7 | 0 | 0 | 5 | -3 | 16 | -11 | 10 | 1
> CCCn1c(N)c(N(CCOC)C(=O)c2ccc(-c3ccc(Cl)cc3)o2)c(=O)[nH]c1=O
    -2 | 3 | 3 | -4 | -23 | 1 | 1 | 14 | 0
> COc1cc(C(=O)OCC(=O)N(C)C)cc(NC(=O)c2ccco2)c1OC
    -4 | -2 | 1 | 0 | 6 | 6 | -3 | 0 | 1
> CC(=O)N1CCc2cc(S(=O)(=O)CCC(=O)N(C)c3cc(C)ccc3C)ccc21
    -1 | -3 | 1 | 12 | 3 | 6 | 0 | -3 | 2
> Cc1cccc(NC(=O)c2nc[nH]c2C(=O)N2CCc3ccccc3C2)c1
    -2 | -4 | 4 | -6 | 0 | 2 | 7 | 2 | 1
> CC(OC(=O)CNS(=O)(=O)c1ccc2ccccc2c1)C(=O)N(C)c1ccccc1 (stereo not drawn)
    -1 | -7 | 5 | 5 | 1 | 0 | -4 | 0 | 8
> O=C(COc1ncnc2ccc(Br)cc12)N1CCOCC1
    -3 | 4 | 1 | -8 | -25 | 5 | -8 | 5 | 1
> Clc1ccc(C2Nc3cccc4cccc(c34)N2)cc1Cl
    -3 | -4 | -1 | -1 | -15 | 0 | 6 | 4 | 0
> Cc1ccccc1Nc1nc(N)nc(CSc2nnc3ccccn23)n1
    -1 | -3 | -1 | -4 | -3 | 2 | -1 | 4 | 0
> COc1ccc(C)cc1S(=O)(=O)Nc1cccnc1
    -2 | 1 | -5 | -1 | -11 | 22 | -2 | 14 | 1
> Cc1cccc(C)c1NC(=O)CN1CCc2ccccc2C1
    -5 | 2 | -5 | -3 | -5 | 4 | -1 | 5 | 3
> COc1cccc(C(=O)NCC2CCN(c3ccc(S(=O)(=O)N4CCOCC4)cc3)CC2)c1
    -2 | -8 | -2 | 4 | -20 | 11 | -1 | -2 | 3
> O=C(O)C1CCCN1c1ncnc2ccccc12 (stereo not drawn)
    -5 | -1 | -1 | 10 | 1 | 16 | 11 | 1 | 0
> CC(=O)c1cccc(-c2ccnc3c2CC(C(=O)Nc2cccc(N(C)C)c2)O3)c1 (stereo not drawn)
    -4 | -5 | 1 | -16 | -6 | 2 | 1 | 1 | 8
> CCOC(=O)c1cccc2c1-c1ccccc1/C2=N/O
    -8 | -9 | -5 | -2 | -3 | 0 | 0 | -3 | 0
> CC(OC(=O)c1cc(S(=O)(=O)Nc2ccc(F)cc2)ccc1Cl)C(=O)Nc1ccc2c(c1)OCCO2 (stereo not drawn)
    -6 | -9 | -1 | 1 | 7 | 0 | 0 | 1 | 4
> COc1cc(Br)cc2cc(C(=O)N3CCN(C(=O)c4ccco4)CC3)c(=O)oc12
    -5 | 0 | -5 | -4 | 2 | 2 | -3 | -1 | 0
> Cc1c(NS(=O)(=O)c2ccc3c(c2)n(C)c(=O)n3C)c(=O)n(-c2ccccc2)n1C
    -1 | -2 | 2 | -4 | -2 | 9 | 0 | 4 | 1
> CSc1ccc(CN2CCN(C(=O)CC(C)C)CC2)cc1
    -5 | 4 | -8 | 3 | -16 | 2 | 5 | 11 | 2
> COc1cc(/C=C/c2sc3ccccc3[n+]2CCCS(=O)(=O)[O-])ccc1O
    -3 | -1 | 1 | -4 | -5 | 9 | -5 | 12 | 3
> C=C(C)CN1CCN(c2ccc(N3C(=O)CCCC3=O)cc2[N+](=O)[O-])CC1
    -3 | 11 | 4 | -9 | 1 | 0 | -15 | 4 | 1
> COCCN(CC(=O)NCc1ccc(F)cc1)C(=O)CCC(=O)Nc1nccs1
    -3 | 1 | 0 | -15 | -12 | 14 | -5 | -3 | 1
> O=C(CN1C(=O)NC2(CCCCCC2)C1=O)Nc1ccc(OC(F)(F)F)cc1
    -5 | -3 | 0 | -2 | -2 | -2 | -2 | 3 | 0
> COc1ccc(-c2nnc(SCC(=O)NC3CCCC3)n2C)cc1
    -7 | 1 | -3 | 5 | -9 | 0 | 5 | 7 | 0
> CCN(c1ccccc1)S(=O)(=O)c1ccc(Cl)c(NC(=O)COC(=O)c2ccc[nH]c2=O)c1
    -3 | 9 | 1 | -5 | -27 | 0 | -1 | 15 | 1
> CCCCn1c(=S)[nH]c2ccccc2c1=O
    -13 | 1 | -4 | 6 | -6 | 9 | -10 | 4 | 0
> CCCCCC(=O)Nc1cccc(C2=NOC3(C2)C[C@@H](C(N)=O)N(C(=O)c2cc([N+](=O)[O-])cc([N+](=O)[O-])c2)C3)c1 (stereo partly drawn)
    -9 | -4 | -5 | 2 | 1 | 1 | 12 | 3 | 0

Some entries already given with just CHRM4 agonist:
Molecule	CHRM4 agonist
CC(=O)N1CCc2cc(S(=O)(=O)CCC(=O)N(C)c3cc(C)ccc3C)ccc21	2
Cc1cccc(NC(=O)c2nc[nH]c2C(=O)N2CCc3ccccc3C2)c1	1

Quoted at random: 2 records from the list.
Below each compound: M1 ag | CHRM5 PAM | M5 ag | M4 antag | CHRM1 antagonist | TAAR1 ag | M5 antag | M1 PAM | CHRM4 agonist
> COc1cc(/C=C/c2sc3ccccc3[n+]2CCCS(=O)(=O)[O-])ccc1O
    -3 | -1 | 1 | -4 | -5 | 9 | -5 | 12 | 3
> COc1cccc(C(=O)NCC2CCN(c3ccc(S(=O)(=O)N4CCOCC4)cc3)CC2)c1
    -2 | -8 | -2 | 4 | -20 | 11 | -1 | -2 | 3

Screening data from PubChem.
